Bioassay records as filed in PubChem.
RGS4 inh: inhibitors of human regulator of G protein signaling 4 | P49798 | Transcreener GDP fluorescence polarization, RGS4-accelerated GTP hydrolysis | Potency, µM (titrated, usually from 114 µM), inactives show at the highest dose activity change, negative = inhibition, most hits filed as inhibitors | 390,000 compounds, 0.039% hits; further: on the % scale 0 is the no-effect control and ±100 the full control effect; nearly all actives have a fitted effect of over 75% in size; some results filed as inactive show a strong effect at the top dose
Target sequence (P49798 whole entry, looked up): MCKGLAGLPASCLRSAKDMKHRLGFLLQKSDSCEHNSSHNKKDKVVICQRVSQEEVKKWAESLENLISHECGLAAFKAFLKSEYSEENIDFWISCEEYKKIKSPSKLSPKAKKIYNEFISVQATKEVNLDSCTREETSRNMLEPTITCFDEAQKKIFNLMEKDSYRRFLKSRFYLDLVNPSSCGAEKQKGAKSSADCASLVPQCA
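MLSMR compounds (23 nl, pin-transferred) preincubated 10 min at room temperature with a 500nM (2x) first reagent, then RGS4 at 900nM (2x) plus Transcreener GDP mix added; fluorescence polarization (620/688 nm) read before and after 90 min at 30 °C.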
ERG Ets-DNA blk: inhibitors of human ERG Ets domain-DNA interaction; fluorescence polarization, His-ERG Ets domain / labelled DNA; 370,000 compounds, 0.028% hits; P11308; Potency, µM (series often up to 76.9 µM), inactives show top-dose FP activity, negative = inhibition, hits mostly inhibitors; AID 624246; active means well fitted inhibition curve with a large enough effect in the polarisation, with a control signal flat; inconclusive means small, poorly fitted or top-dose-only effect, or effect the other way, or a change in a side signal; inactive means no such curve, though single readings can be large or run the other way; the % refers to the polarisation;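 further: polarization taken with two DNA probes labelled with fluorescein and Texas red; % of control where 0% means no effect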
Target sequence (P11308 whole entry, looked up, the tested form may be a part): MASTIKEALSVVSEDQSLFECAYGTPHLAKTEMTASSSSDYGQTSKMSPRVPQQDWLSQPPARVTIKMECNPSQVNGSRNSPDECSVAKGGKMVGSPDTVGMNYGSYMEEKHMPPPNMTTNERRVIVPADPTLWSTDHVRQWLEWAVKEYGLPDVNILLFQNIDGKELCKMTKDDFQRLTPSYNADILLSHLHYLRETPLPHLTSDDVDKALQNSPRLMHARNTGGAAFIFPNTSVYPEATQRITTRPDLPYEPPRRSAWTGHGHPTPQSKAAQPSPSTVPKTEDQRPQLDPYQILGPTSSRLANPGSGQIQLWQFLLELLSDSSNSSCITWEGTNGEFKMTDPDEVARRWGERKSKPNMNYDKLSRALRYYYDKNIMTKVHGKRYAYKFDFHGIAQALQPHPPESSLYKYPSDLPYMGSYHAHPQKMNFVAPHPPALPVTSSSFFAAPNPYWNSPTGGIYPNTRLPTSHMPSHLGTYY
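His-tagged ERG Ets domain (1 uM in the protein solution; 300mM KCl, 50mM Tris-HCl, 1mM EDTA, 1mM DTT, pH 7.5) received compound, then a probe mix of 5 nM fluorescein-DNA and 100nM Texas-615-DNA. Fluorescence polarization was read for both dyes.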
rTrxR1 inhibitor: blocks rat thioredoxin reductase 1. Potency, µM (series often up to 114 µM), for inactives: top-dose activity change, negative = inhibition, hits mostly inhibitors. O89049. 390,000 compounds, 1% hits. recombinant rTrxR1, NADPH fluorescence consumption, selenite substrate; further: on the % scale 0 is the no-effect control and ±100 the full control effect; nearly all actives have a fitted effect of over 65% in size
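Rat TrxR1 (90 nM in the dispensed reagent) was pre-reduced with 400 uM NADPH for 5 min at room temperature, then incubated with compound for 15 min. After 400 uM selenite was added, NADPH fluorescence (Ex 340/Em 450 nm) was followed for 8 min.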
PGK inhibitor: inhibitors of T. brucei phosphoglycerate kinase | P07378 | PGK/GAPDH coupled, Kinase-Glo luminescence, 60 min | Potency, µM (top dose mostly 57.5 µM), inactives show at the highest dose activity change, negative = inhibition, hits mostly inhibitors | 380,000 compounds, 0.043% hits | AID 602233; further: on the % scale 0 is the no-effect control and ±100 the full control effect; nearly all actives have a fitted effect of over 60% in size
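Luminescent ATP detection (Kinase-Glo Plus) follows a 60-minute room-temperature incubation, with wells lacking PGK as controls. Buffer: 100 mM TEA (pH 7.6), 5 mM MgCl2, 0.01% Tween-20. Coupling enzyme GAPDH (100 nM final) supplies unstable 1,3-BPG in-well.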
HP1b chromo inh: blocks HP1-beta chromodomain binding to methylated histone tails | P83916 | AlphaScreen HP1-beta / biotin-H3K9me3 peptide binding | Potency, µM (doses to about 114 µM), without a hit: top-dose activity change, negative = inhibition, actives largely listed as inhibitors | 390,000 compounds, 0.56% hits | AID 540317; further: nearly all actives have a fitted effect of over 70% in size; inactives centre near 23
Target sequence (P83916 whole entry, looked up): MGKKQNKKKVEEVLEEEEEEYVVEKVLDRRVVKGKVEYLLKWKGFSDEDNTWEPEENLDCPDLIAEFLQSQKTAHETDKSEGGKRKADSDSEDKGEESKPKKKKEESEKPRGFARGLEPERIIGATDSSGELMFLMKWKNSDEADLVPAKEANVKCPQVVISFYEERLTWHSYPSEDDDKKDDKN
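HP1-beta protein (50 nM final) preincubated 30 min at room temperature with biotinylated H3(1-18)K9me3 peptide (50 nM) in PBS pH 7.4, 0.01% Tween-20, then compound added for 30 min. AlphaScreen streptavidin donor/nickel chelate acceptor beads (10 ug/mL final), 30 min dark, luminescence read.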
12-LOX inh: inhibitors of human 12S-lipoxygenase ALOX12; Potency, µM (doses to about 108 µM), for inactives: at the top dose activity change, negative = inhibition, hits mostly inhibitors; P18054; AID 1671190; purified 12hLO, xylenol orange hydroperoxide absorbance; 580,000 compounds, 1.1% hits; further: on the % scale 0 is the no-effect control and ±100 the full control effect
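Purified human 12hLO at 150 nM in 25 mM Hepes, 0.01% Triton X-100, pH 7.0, preincubated 15 min at room temperature with compound. Reaction started with 40 uM arachidonic acid, 30 min at room temperature. Hydroperoxide measured by Fe-xylenol orange, 573/405 nm absorbance ratio.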
JMJD2A Tudor: blocks the human JMJD2A Tudor domain. O75164. 390,000 compounds, 4.4% hits. Potency, µM (top dose mostly 114 µM), for inactives: at the top dose activity change, negative = inhibition, most hits filed as inhibitors. AlphaScreen JMJD2A-Tudor / H3K4me3 peptide binding; further: on the % scale 0 is the no-effect control and ±100 the full control effect; nearly all actives have a fitted effect of over 50% in size
GLS inh: glutaminase GLS (human) inhibition; Potency, µM (doses to about 45.5 µM), without a hit: top-dose activity change, negative = inhibition, actives largely listed as inhibitors; AID 624170; 410,000 compounds, 0.21% hits; GLS enzymatic activity, qHTS titration; O94925; further: on the % scale 0 is the no-effect control and ±100 the full control effect
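hKGA; 45 mM KH2PO4 pH 8.2 + 0.02% Tween-20; cpd via pin tool; 1 mM Gln soln; GluOx/HRP/Amplex Red; RT 30 min; fluor. t0 & final.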
Pin1 inhibitor: inhibitors of human Pin1 | Pin1 FP peptide displacement, HiFluor488, 10 min | 390,000 compounds, 0.009% hits | Q13526 | Potency, µM (series often up to 115 µM), without a hit: top-dose activity, negative = inhibition, usual class: inhibitors | AID 504891; active means well fitted inhibition curve with a large enough effect in the polarisation, with a control signal flat, not every such curve was filed as active; inconclusive means small, poorly fitted or top-dose-only effect, or effect the other way, or a change in a side signal; inactive means no such curve, though single readings can be large or run the other way; the % refers to the polarisation; further: on the % scale 0 is the no-effect control and ±100 the full control effect
Target sequence (Q13526 whole entry, looked up): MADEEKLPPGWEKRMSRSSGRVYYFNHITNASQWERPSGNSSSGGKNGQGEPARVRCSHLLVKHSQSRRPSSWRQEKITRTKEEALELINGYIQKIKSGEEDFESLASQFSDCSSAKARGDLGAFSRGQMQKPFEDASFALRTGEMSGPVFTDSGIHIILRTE
An asterisk follows results filed as active; i = inactive; ? = inconclusive; nt = no result given; & = joins results of further samples; [ ] = another dose, or the depositor's remark. Unless noted, the call rests on the fitted dose curve; in most records, active means well fitted curve in the direction sought with a large enough effect; inconclusive means small, poorly fitted or top-dose-only effect, or another doubt; inactive means no such curve, though single readings can be large; an effect the other way counts as inactive or inconclusive. Potency means the concentration at half of the fitted maximal effect. A portion of the library; count on the stated rates, not on these rows.

SMILES	RGS4 inh	ERG Ets-DNA blk	rTrxR1 inhibitor	PGK inhibitor	HP1b chromo inh	12-LOX inh	JMJD2A Tudor	GLS inh	Pin1 inhibitor
O=C(Cn1nnc(-c2ccccc2NC(=O)c2cccs2)n1)Nc1ccccc1	?	3%	-19%	4%	40%[activator]	372%[activator]	4%	1%	4%
COc1ccc(N2C3=C(C(=O)CC(C)(C)C3)C(c3ccccc3OC)C3=C2CC(C)(C)CC3=O)cc1	2%	6%	32%	0%	67%[activator]	474%[activator]	-3%	-2%	55%[activator]
COc1ccc(CCNC(=O)c2coc3ccccc3c2=O)cc1	7%	-12%	2%	5%	5%	-7%	-21%	10%	0%
Cc1ccc(Cn2cc(S(=O)(=O)c3ccc(Cl)cc3)c(=O)c3cc4c(cc32)OCO4)cc1	10%	-1%	15%	-3%	14%	?	-22%	-22%	3%
CCOC(=O)c1ccc(NC(=O)c2sc3nc4n(c(=O)c3c2C)CCC4)cc1	25%&20%	-3%&5%	13%	5%&-4%	21%&13%	-3%&-18%	-12%&-24%	-1%&-3%	8%&2%
CC(NC(=O)c1ccco1)C(=O)N1CCc2ccccc2C1 (stereo unspecified)	1%	-8%	1%	-2%	20%	21%	-12%	-3%	-3%
Clc1ccc(SCc2cc(N3CCOCC3)nc(-c3ccccn3)n2)cc1	9%	11%	2%[57.1 µM]	-6%	7%	1%	-30%	14%	1%
CCN1C(=O)CSC1=Nc1cccc(C(=O)O)c1	-19%	-9%	11%[57.1 µM]	-4%	57%[activator]	15%	-7%	15%	-3%
COc1ccc(/C=N/N2CCN(c3ccc(Cl)cc3)CC2)cc1O	-5%	15%	10%[57.1 µM]	-2%	23%	?	-15%	-13%	-2%
O=C(c1ccc(Br)o1)N1CCN(C/C=C/c2ccccc2)CC1	-11%	-12%	-27%	-1%	-4%	-14%	-33%	-14%	-3%
COc1cc(CN2CCN(c3cccc(C)c3C)CC2)cc([N+](=O)[O-])c1O	-2%	-1%	23%[57.1 µM]	4%	?	?	2.2µM*	-3%	-4%
Cc1cc(N(C)N)nc(NC(=O)NS(=O)(=O)c2ccccc2Cl)n1	-3%	1%	11%	-8%	25%[57 µM]	4%	28µM*	-20%	0%
CC(C)(C)c1ccc(C(=O)NC(=S)N2CCOCC2)cc1	-47%	-8%	1%	-3%	18%	?	-24%	14%	-1%
Cc1ccc(S(=O)(=O)N2CCOCC2)cc1C(=O)NC1CCCC(C)C1C (stereo unspecified)	-2%	4%	12%	1%	14%	11%	-8%	16%	-1%
COc1ccc(OC)c(NC(=O)Cn2c(CCC(=O)O)ccc2-c2ccc(C)cc2)c1	-26%	8%	14%	-1%	8%	-22%	-34%	0%	-10%
Cc1cc(C)c(NC(=O)CN(C)S(=O)(=O)c2ccc3c(c2)n(C)c(=O)c(=O)n3C)c(C)c1	1%[11.4 µM]	-2%	9%	5%	5%	0%	?	-2%	-6%
COc1ccc(S(=O)(=O)Nc2cc3c(C(C)=O)c(C)oc3c3ccccc23)cc1	-24%[11.4 µM]	-3%	8%[57.1 µM]	4%	-8%	40%[activator]	-21%[57.1 µM]	0%	2%
Cc1nn(-c2ccccc2)c2sc(C(=O)c3c(N)n(C)c(=O)n(C)c3=O)cc12	-51%	-1%	-6%	-2%	45%[activator]	-1%	-17%	-6%	11%
O=C1Nc2c(c(=O)[nH]c(=O)n2-c2ccc(Cl)cc2)C1(NS(=O)(=O)c1ccccc1)C(F)(F)F (stereo unspecified)	-2%	-4%	22%	-8%	18%	?	-10%	-7%	-1%
Cc1ccc(C2C(C#N)=C(N)Oc3n[nH]c(C)c32)cc1 (stereo unspecified)	-34%	1%	-36%	-4%	42%[activator]	0%	-6%	35%[activator]	-4%
Cc1ccc(CNC(=O)CS(=O)(=O)CC(=O)O)cc1	13%	-17%	19%	-6%	27%	-4%	-12%	1%	-7%
O=C(CSc1nnnn1-c1ccccc1)N1N=CCC1c1ccccc1 (stereo unspecified)	-25%	5%	4%[57.1 µM]	-1%	42%[activator]	-18%	1%	4%	-4%
Cc1[nH]nc2c1C1(CCOC1C)C(C#N)=C(N)O2 (stereo unspecified)	1%	nt	9%	-1%	24%	-15%	-4%	-19%	3%
Cc1cc(N2CCCCCC2)nc2ccc(F)cc12	7%	-6%	31%	nt	250%[activator]	?	261%[activator]	4%	-9%
CCS(=O)(=O)N1CCN(C(C)CCc2ccccc2)CC1 (stereo unspecified)	8%	5%	7%[57.1 µM]	-6%	?	?	8.9µM*	11%	-6%
Cn1c(COc2ccc(F)cc2)nnc1SCC(=O)NC1CC1	-11%	-13%	10%	-2%	12%	-24%	-1%	-2%	1%
CSCCC1NC(=O)N(CC(=O)Nc2cc(C)on2)C1=O (stereo unspecified)	21%	-4%	18%	0%	23%	8%	-14%	-1%	-2%
CCCn1c(SCC(=O)NC2CCCC2)nnc1C(C)C	-11%	-7%	15%	-4%	15%	20%	6%	2%	-4%
O=C(Cc1cccs1)Nc1cc(SCCO)cc([N+](=O)[O-])c1	-7%	-6%	-10%	-1%	2%	19%	-23%	8%	2%
O=C(O)COc1ccc(Br)cc1/C=C1/SC(=O)N(CC(=O)N2CCCC2)C1=O	5%	3%	?	-5%	38%	-2%	?	7%	11%
Cc1ccc(S(=O)(=O)C2C(=O)N(C)C3(C)CC2c2ccccc2O3)cc1 (stereo unspecified)	-14%	-7%	8%[57.1 µM]	i	24%	-15%	-15%	-8%	-8%
Cc1nc2ccccc2nc(C)c1=NOCc1ccc(C#N)cc1	-7%	-1%	3%	-6%	15%	?	-6%	6%	2%
Cc1ccc(/C=C2\SC(=O)N(CCC(=O)N3CCN(C)CC3)C2=O)cc1	3%	21%	-3%	-2%	-20%	?	-29%	-5%	-9%
O=C(CCc1ccc(S(=O)(=O)N2CCOCC2)cc1)Nc1c(F)cccc1F	-17%	5%	18%	-9%	41%[activator]	-6%	-9%	-11%	0%
Cc1ccc(OCC(=O)Nc2ccccc2C(=O)N2CCCC2)cc1	-17%	-7%	3%	-9%	34%	0%	-6%	0%	2%
O=S(=O)(NCC(c1cccs1)S(=O)(=O)c1ccccc1)c1ccccc1 (stereo unspecified)	-7%	9%	0.56µM*	6%	27%	-23%	-11%	-8%	-12%
COCOc1ccc(/C=C/C(=O)c2c(OCOC)cc(OCOC)c(CC=C(C)C)c2O)cc1OCOC	-21%	11%	-23%	-7%	-18%	nt	?	-7%	-3%
CSc1nc2c(c(=O)n1C)SC(C)C2 (stereo unspecified)	-8%	-3%	1%[57.1 µM]	0%	40%[activator]	15%	-3%	1%	-1%
O=C1c2ccccc2-c2cccc(NS(=O)(=O)c3ccc(C(F)(F)F)cc3)c21	-17%	0%	-16%	-11%	14%	0%	-21%	0%	?
Cc1onc(-c2ccccc2Cl)c1C(=O)NC(=S)NCc1cccnc1	-12%	-3%	-18%[57.1 µM]	-6%	13%	10%	-21%	2%	-1%
COc1ccc(CCNC(=O)c2cc(-c3ccc(C)cc3)nc3n[nH]c(-c4ccccc4)c23)cc1OC	-13%	-2%	15%[57.1 µM]	-3%	29%	?	0%	-17%	-1%
CCC(=O)N1CCc2cc(CNC(=O)c3cccc(N(C)C)c3)ccc21	4%	-1%	-6%[57.1 µM]	-6%	-23%	-23%	-33%	5%	-10%
CCOC(=O)c1ccc(N2C(=O)c3n[nH]c(C)c3C2c2ccc(OC)cc2)cc1 (stereo unspecified)	-17%	-2%	-8%	-4%	9%	-20%	-27%	3%	?
COc1ccccc1OCCN(C#N)c1nc(N(C)C)nc(N(C)C)n1	4%	12%	5%	3%	42%[activator]	1%	6%	8%	6%
N/C(=N\OC(=O)Oc1ccccc1)c1ccc([N+](=O)[O-])cc1	-5%	-4%	-17%	-2%	14%	-6%	-18%	32%	-7%
Cc1cccc(C)c1NC(=O)c1sccc1SCc1cccc(C(F)(F)F)c1	27%	-1%	-2%	-3%	75%[activator]	0%	1%	-4%	-1%
COc1ccc(C)cc1NC(=O)Nc1ccccc1	?	-4%	34%[activator][57.1 µM]	-2%	7%	?	-24%	-1%	-3%
CCOc1cc(/C=C2/C(=N)N3OC(C)=CC3=NC2=O)ccc1OC	3%	-1%	-2%	-6%	37%	-9%	-9%	-8%	?
COCCNCc1ccc(Cl)cc1Cl	7%[11.4 µM]	-2%	-1%	7%	72%[activator]	-4%	-7%	1%	6%
CC1=C(C(=O)OCc2ccccc2)C(c2ccccc2[N+](=O)[O-])NC(=O)N1C (stereo unspecified)	-8%	0%	11%	i	20%	16µM*	-11%	0%	-12%
CC1(C)Cc2nc3[nH]c(=S)n(-c4ccccc4)c(=O)c3cc2CO1	-11%	-1%	?	-2%	46%[activator]	27%	0%	-3%	-1%
